Screening data as filed in PubChem.
SENP8 block = SENP8 protease inhibitors, primary screen, biochemical, luminescence. purified SENP8, Z-RLRGG-aminoluciferin cleavage. inhibition, % at 10 µM. 330,000 tested, 1.2% active. AID 2540, 2010
EBI2 antag = EBI2 receptor antagonists, beta-arrestin recruitment, primary screen, cell-based, luminescence, 7a,25-OHC stimulation, uHTS; G-protein coupled receptor 183 (Homo sapiens), P32249; 7a,25-OHC stimulated; inhibition, % at 5 µM; 360,000 tested, 0.81% active; in the data active means inhibition above about 38%;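 further: enzyme fragment complementation signal reports receptor beta-arrestin coupling in cells; 0% = agonist plus DMSO wells and 100% = wells without agonist; some results beyond the cut were filed as inactive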
Target sequence (P32249 whole entry, looked up, the tested form may be a part): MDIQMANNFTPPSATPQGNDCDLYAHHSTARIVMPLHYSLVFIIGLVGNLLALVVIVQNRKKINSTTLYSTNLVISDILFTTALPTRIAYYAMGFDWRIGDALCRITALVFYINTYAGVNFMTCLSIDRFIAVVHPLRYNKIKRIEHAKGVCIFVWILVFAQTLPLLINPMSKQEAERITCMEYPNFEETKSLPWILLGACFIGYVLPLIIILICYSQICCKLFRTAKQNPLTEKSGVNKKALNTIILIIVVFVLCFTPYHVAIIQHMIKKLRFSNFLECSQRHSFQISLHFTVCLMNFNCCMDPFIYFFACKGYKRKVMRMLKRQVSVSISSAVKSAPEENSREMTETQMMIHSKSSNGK
697 NFkB inh = inhibitors of PMA/ionomycin-induced NF-kB reporter, 697 cells, primary screen, B-cell NF-kB inhibitor project, cell-based, luminescence, uHTS; 330,000 tested, 0.33% active; AID 435022, 2010; 697 B-cell NF-kB luciferase reporter, 16 h; inhibition, % at 4 µM; in the data active means inhibition above about 35%
UBC13 polyUb = UBC13 polyubiquitin chain formation inhibitors, primary screen, biochemical, TR-FRET, uHTS; inhibition, % at 20 µM; 330,000 tested, 0.47% active; Ubiquitin-conjugating enzyme E2 N (Homo sapiens), P61088; in the data active means inhibition above about 45%, passing the limit was not always enough
Target sequence (P61088 whole entry, looked up): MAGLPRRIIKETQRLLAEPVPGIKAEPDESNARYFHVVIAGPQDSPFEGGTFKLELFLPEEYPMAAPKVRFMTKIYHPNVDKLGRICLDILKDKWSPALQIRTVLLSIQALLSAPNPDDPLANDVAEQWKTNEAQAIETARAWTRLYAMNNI
Apaf1 inhib = inhibitors of human Apaf-1 apoptosome, primary screen, biochemical, DEVD-Rh110 fluorescence, uHTS; Apoptotic protease-activating factor 1 (Homo sapiens), O14727; reconstituted apoptosome caspase-3 activity; inhibition, % at 20 µM; 330,000 tested, 0.71% active; AID 489030, 2010; active means inhibition of at least 40% at 20 µM;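 further: plate controls were DMSO wells for no effect and DEVD-CHO caspase inhibitor wells for full effect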
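detection = Rh110 fluorescence intensity | test system = biochemical Apaf-1 apoptosome reconstitution | also added = cytochrome c and DEVD-Rh110 substrate | schedule = 30 min plus 50 min, RT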
Jurkat NFkB inh = inhibitors of induced NF-kB luciferase reporter, primary screen, TCR NF-kB activation inhibitor project, cell-based, luminescence, uHTS; Jurkat, PMA/ionomycin-induced NF-kB luciferase reporter; inhibition, % at 4 µM; 330,000 tested, 0.53% active; AID 435003, 2010
Gli-Sufu block = Gli-Sufu pathway antagonists, primary screen, luciferase luminescence, Sufu-KO-LIGHT cells, uHTS; Sufu-KO-LIGHT fibroblasts, Gli luciferase reporter luminescence; inhibition, % at 5 µM; 340,000 tested, 0.74% active; AID 588413, 2011;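 active means inhibition above about 55%, limit read from the data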;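 further: 0% = DMSO-treated cells and 100% = wells with medium but no cells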
CCR6 antag = CCR6 receptor antagonists, primary screen, cell-based, CHO-K1, luminescence, beta-arrestin, uHTS. C-C chemokine receptor type 6 (Homo sapiens), P51684. CHO-K1 CCR6 PathHunter beta-arrestin, CCL20-stimulated. inhibition, % at 20 µM. 340,000 tested, 0.49% active;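 active means compounds whose inhibition of the agonist-driven luminescence signal at 20 µM reaches about 50%, limit read from the data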;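 further: cells stimulated with CCL20 at 14 nM final; plate controls were DMSO with CCL20 for no effect and DMSO without agonist for full effect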
Target sequence (P51684 whole entry, looked up): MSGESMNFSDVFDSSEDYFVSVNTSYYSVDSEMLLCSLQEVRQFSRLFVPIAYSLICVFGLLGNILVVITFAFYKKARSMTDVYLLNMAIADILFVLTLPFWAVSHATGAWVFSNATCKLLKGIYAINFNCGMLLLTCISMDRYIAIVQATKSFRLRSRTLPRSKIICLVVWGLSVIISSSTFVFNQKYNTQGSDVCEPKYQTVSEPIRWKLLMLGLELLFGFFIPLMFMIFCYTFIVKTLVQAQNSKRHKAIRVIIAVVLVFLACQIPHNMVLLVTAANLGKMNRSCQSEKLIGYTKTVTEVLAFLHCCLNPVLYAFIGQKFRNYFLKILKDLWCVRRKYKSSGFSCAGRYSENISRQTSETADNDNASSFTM
Numbers without * were called inactive; . = no result given. Unless noted, no stated cut-off is given here; in the data, active means inhibition above about 50%; inactive means the rest. Only part of the results is shown, so the mix of outcomes need not match the whole.

Below each compound – SENP8 block | EBI2 antag | 697 NFkB inh | UBC13 polyUb | Apaf1 inhib | Jurkat NFkB inh | Gli-Sufu block | CCR6 antag
COc1ccc(NC(=O)C(NC(C)=O)C(=O)Nc2ccc(F)cc2)cc1 (stereo unspecified)
 : -6 | 13 | 3 | -2 | 4 | 6 | 3 | 7
CC(C)[C@H](NS(=O)(=O)c1ccccc1)C(=O)OCC(=O)NCc1ccc2c(c1)OCO2
 : -12 | -9 | -4 | 0 | 11 | -8 | -8 | 20
C=CCNC(=O)/C(=C/c1ccco1)NC(=O)c1ccc(Br)o1
 : -6 | 2 | 8 | -7 | 5 | 5 | 2 | 1
CN(Cc1cccc(F)c1)C(=O)c1ccc2c(=O)n3c(nc2c1)CCC3
 : -4 | 5 | 15 | 2 | 8 | -6 | -2 | 3
Cc1ccc(-c2nc(C#N)c(N3CCCCC3)o2)cc1
 : 0 | 8 | -31 | 11 | 12 | -19 | -6 | 7
NC(=O)c1ccsc1NC(=O)COC(=O)c1cnccn1
 : -3 | -18 | -3 | -18 | -23 | 7 | -7 | 8
CCOc1ccc(NS(=O)(=O)c2ccc3[nH]cc(C(=O)NCC4CCCO4)c(=O)c3c2)cc1 (stereo unspecified)
 : -5 | -5 | 5 | -8 | 9 | -8 | -4 | -11
CS(=O)(=O)N(CC(=O)NCc1ccc2c(c1)OCO2)c1ccc(Cl)cc1
 : -6 | 6 | 2 | 5 | 5 | -2 | 0 | 9
c1ccc(CSc2nnc([C@@H]3CCCN3)o2)cc1
 : -10 | -14 | 5 | 4 | -18 | -4 | -8 | -5
CC(C)OC(=O)c1ccc2nc3ccccc3nc2c1
 : 40 | -2 | -177 | -46 | 16 | -125 | -147 | 20

Rewritten as a markdown table: entries from further up
| Compound | SENP8 block | EBI2 antag | 697 NFkB inh | UBC13 polyUb | Apaf1 inhib | Jurkat NFkB inh | Gli-Sufu block | CCR6 antag |
| --- | --- | --- | --- | --- | --- | --- | --- | --- |
| CS(=O)(=O)N(CC(=O)NCc1ccc2c(c1)OCO2)c1ccc(Cl)cc1 | -6 | 6 | 2 | 5 | 5 | -2 | 0 | 9 |
| NC(=O)c1ccsc1NC(=O)COC(=O)c1cnccn1 | -3 | -18 | -3 | -18 | -23 | 7 | -7 | 8 |

The listing continues:
Below each compound – SENP8 block | EBI2 antag | 697 NFkB inh | UBC13 polyUb | Apaf1 inhib | Jurkat NFkB inh | Gli-Sufu block | CCR6 antag
NS(=O)(=O)c1ccc(CNC(=O)c2sccc2-c2ccccc2)cc1
 : 0 | 2 | 6 | 2 | 9 | 4 | -1 | 4
CCOC(=O)C1=C(COC(=O)/C=C/c2cccc(Cl)c2)NC(=O)NC1C (stereo unspecified)
 : -7 | -4 | 4 | -1 | 22 | 1 | -1 | -10
CCOCCCN(C)C1CCN(C(=O)c2oc3ccccc3c2NC(=O)Cc2ccc([N+](=O)[O-])cc2)CC1
 : -1 | 8 | -15 | 3 | 2 | -5 | 33 | 6
CCOC(=O)N1CCC(NC(=O)CS(=O)(=O)Cc2nc(-c3cccc(Cl)c3)oc2C)CC1
 : -17 | 3 | -17 | -2 | 12 | 3 | 3 | 25
CCNc1c(NCC)c(=O)c1=O
 : 1 | -6 | -4 | -7 | 6 | 1 | 0 | 4
CN(C(=O)c1cnccn1)c1c(N)n(Cc2ccccc2)c(=O)[nH]c1=O
 : -5 | -13 | -8 | 2 | 3 | 3 | -12 | 1
CC(=O)c1ccc(Nc2ccc(-c3ccccc3F)nn2)cc1
 : -11 | 42* | -182 | -15 | -9 | -161 | -167 | 5
O=C(Nc1ncc2c(n1)-c1ccccc1CC2)c1ccc(F)cc1
 : -2 | -4 | 29 | 8 | 7 | -13 | 3 | -8
COc1ccc(CCN=C(N)C(C)c2ccccc2)cc1OC (stereo unspecified)
 : 5 | 5 | 13 | 6 | -10 | -6 | 3 | 7
CCC(C)c1ccc(C(C)NC(=S)NC2CCCCC2)cc1 (stereo unspecified)
 : 5 | 4 | -32 | 7 | 1 | 33 | 20 | 29
Cc1oc2nc(SCC(=O)N3CCCCC3)nc(N)c2c1C
 : -13 | -8 | -1 | 5 | -3 | -10 | -8 | 12
CN(Cc1ccccn1)Cc1nc(Cc2ccccc2Cl)no1
 : -5 | -18 | -28 | -20 | 2 | -9 | -3 | -1
Cc1cccc(Cc2nnc(CCC(=O)N(CC3CC3)CC3CCCO3)o2)c1 (stereo unspecified)
 : -15 | -14 | -68 | -3 | 2 | -55 | 16 | -1
COC(=O)C(C)Sc1snnc1-c1ccccc1 (stereo unspecified)
 : 1 | -10 | 2 | -2 | 16 | -12 | 1 | 7
Cc1ccc(OCC(=O)n2nc(C)cc2C)c(Br)c1
 : -6 | -6 | 11 | -8 | 4 | -9 | 3 | -3
Cc1ccc(C(=O)c2ccc(C(F)(F)F)cc2)cc1
 : -3 | . | 17 | 17 | -17 | 11 | . | .
CCc1nnc(NC(=O)CCC(=O)Nc2ccc(OC)cc2OC)s1
 : -9 | -3 | -6 | -8 | 7 | -9 | -9 | 9
c1coc(CNc2nc(N3CCCCC3)nc3ccccc23)c1
 : 0 | 3 | -39 | 22 | 10 | 41 | -7 | 14
Cn1c(=O)n(CC(=O)Nc2cccnc2)c2ccccc21
 : 5 | -9 | 12 | 17 | -17 | 8 | 1 | 3
O=C(C1CCN(S(=O)(=O)c2cccnc2)CC1)N1CCN(C2CCCC2)CC1
 : -4 | 1 | 26 | 4 | -2 | 8 | -3 | -13
O=C(O)c1ccc2c(c1)OCCOCCOCCOCCOCCO2
 : 1 | 2 | -1 | -4 | -7 | -8 | 0 | 0
O=C(Cc1ccccc1)NNC(=S)Nc1ccc(Cl)cc1
 : -1 | -5 | 5 | -14 | 7 | -2 | -7 | 18
O=C(NNC(=O)c1cc2cc(Br)ccc2oc1=O)c1ccc(O)cc1O
 : 1 | -20 | -12 | -25 | 13 | -13 | -6 | 28
Cc1ccnc(Sc2ncccc2[N+](=O)[O-])n1
 : -6 | -16 | -4 | 2 | -9 | 10 | 7 | 8
CCCCNCc1cc(Br)c(OCC(=O)N2CCOCC2)c(OC)c1
 : -4 | -2 | 17 | 4 | -8 | -6 | 17 | -15
O=C(NCc1ccc2c(c1)OCO2)C1CCC(=O)N1C1CCCC1 (stereo unspecified)
 : -11 | -9 | 6 | -6 | -6 | 0 | 2 | 5
CCOC(=O)c1cn(CC(=O)Nc2ccc(C)cc2)nn1
 : -7 | -21 | -7 | -5 | 2 | -17 | 8 | -3
O=C(CSc1nnc(-c2ccccc2)c2ccccc12)NCCN1C(=O)CSC1=O
 : 1 | 0 | 20 | 2 | 0 | 3 | -6 | 9
CN(C)c1ncc(S(=O)(=O)c2ccccc2)c(N)n1
 : -4 | 3 | -3 | -2 | 9 | 14 | -1 | -1
COc1ccccc1NS(=O)(=O)c1cccc(C(=O)NC2CCN(Cc3ccccc3)CC2)c1
 : -6 | 0 | -23 | 2 | 1 | 45 | 54 | 6
CC(=O)N1CCC(=NNS(=O)(=O)c2ccc(C)c([N+](=O)[O-])c2)CC1
 : -10 | -3 | 10 | 0 | -15 | 0 | 5 | -11
CCNc1nc2c(c(=O)n(Cc3ccccc3)c(=O)n2C)n1Cc1ccccc1
 : 2 | 5 | 8 | 18 | 10 | 8 | 4 | 9
Fc1ccc(C2NC(=S)NC3=C2N2CCC3CC2)cc1 (stereo unspecified)
 : 4 | -6 | -22 | 2 | -8 | 10 | 14 | 5
CCOC(=O)c1cnc(-c2ccccc2)nc1Oc1ccc(C)cc1
 : -1 | 12 | 5 | -1 | 15 | 10 | -1 | 10
CCOc1ccccc1/C=N/NC(=O)c1c(C)nc2ccc(Br)cn12
 : 2 | -3 | 1 | 13 | 10 | 14 | -3 | 0
CCN(C(=O)CSc1nc(C)nc2sc(C)c(C)c12)C1CCS(=O)(=O)C1 (stereo unspecified)
 : 1 | -5 | 4 | 14 | -7 | 0 | 0 | 17
CC(C)CC(=O)NC(=S)NNC(=O)c1ccc(NC(=O)C2CCCCC2)cc1
 : -14 | -1 | 7 | -19 | 5 | 13 | -13 | 28
CSCC[C@H](NS(=O)(=O)c1ccc(C)cc1)C(=O)N1CCC(C(=O)N[C@H](C(=O)O)c2ccccc2)CC1
 : -1 | -8 | 4 | 1 | -8 | 1 | 0 | 5
O=C1CCCc2c1nn(-c1ccccc1)[n+]2[O-]
 : 0 | -7 | 15 | 4 | -13 | -6 | 2 | -1
COc1ccc(OCC(=O)Nc2ccccc2C(=O)Nc2ccc(C(=O)O)cc2)cc1
 : -6 | -4 | -4 | -3 | 4 | 6 | -13 | 17
O=c1c2ccccc2nnn1Cc1cccc2ccccc12
 : -2 | 5 | 5 | 1 | -16 | 18 | -3 | 17
CCC(=O)N1CCc2cc(S(=O)(=O)NC(CC(C)C)C(=O)N3CCc4ccccc43)ccc21 (stereo unspecified)
 : -11 | -13 | 0 | -4 | 16 | -14 | -6 | -7
CC(=O)NCCn1c(SCc2ccccc2C)nc2ccccc2c1=O
 : -2 | 0 | 18 | 1 | 0 | -2 | -1 | 3
C[C@@H](NC(=O)c1ncn(C)c1C(=O)N[C@H](C)c1ccccc1)c1ccccc1
 : -2 | 22 | 2 | 11 | 12 | -4 | 1 | 23
O=C(COC(=O)CCC(=O)c1ccc(F)cc1)NCCc1ccccc1
 : 9 | 2 | 16 | 5 | -4 | 12 | -1 | 7
CS(=O)(=O)c1ccc(Cl)c(NC(=O)CSC(=S)N2CCCC2)c1
 : -5 | 0 | -21 | -5 | -6 | 5 | -2 | -7
CCCNC(=O)c1ccc(COc2ccc(Cl)cc2)o1
 : -6 | -6 | -29 | -3 | 5 | -14 | 5 | 10
Cc1ccc(Nc2cc(-n3nc(C)cc3C)ncn2)c(C)c1
 : -11 | 6 | -9 | 4 | 14 | -7 | -4 | 3
CCOC(=O)NC(Nc1ccc(C)cn1)(C(F)(F)F)C(F)(F)F
 : -5 | -20 | -19 | 0 | -1 | 18 | -3 | -5
C=CC[C@H](CC(=O)OC(C)(C)C)C(=O)OC[C@H]1CCCN1C(=O)[C@H](CC=C)CC(=O)NCCO
 : 5 | -9 | 10 | 0 | -7 | -7 | -20 | -7

New compounds follow.
Below each compound – SENP8 block | EBI2 antag | 697 NFkB inh | UBC13 polyUb | Apaf1 inhib | Jurkat NFkB inh | Gli-Sufu block | CCR6 antag
C[C@H](CO)N1C[C@H](C)[C@@H](CN(C)C(=O)Nc2ccc(C(F)(F)F)cc2)Oc2ccc(NC(=O)CCC(F)(F)F)cc2C1=O
 : -2 | -6 | -24 | -19 | 12 | -9 | 27 | -10
CC(=O)c1cccc(-c2ccc3c(=O)[nH]c(Nc4ccccc4)cc3c2)c1
 : 97* | -7 | -4 | -110 | 96* | 13 | -4 | -5
Cc1nc(N2CCCC2)c2ccsc2n1
 : -8 | 4 | -30 | -9 | 11 | -3 | 2 | 10
CC1CCCN(C(=O)c2cc3ccccc3cc2O)C1 (stereo unspecified)
 : 0 | -1 | 4 | 8 | 15 | -10 | 2 | -6
Cc1ccc(C2SCC(=O)N2Cc2ccccc2)cc1 (stereo unspecified)
 : -10 | -5 | -1 | 3 | 13 | 6 | 2 | 13
C=CCOc1c(CCC)cc(CCC)cc1C(N)=O
 : -4 | -1 | 7 | 8 | 9 | 2 | -12 | 8
CCOc1ccc(OCc2nnc(SCC(=O)NC3CCS(=O)(=O)C3)n2-c2ccc(Cl)cc2)cc1 (stereo unspecified)
 : -12 | 14 | 1 | -9 | 10 | -8 | 4 | 8
Cc1ccc(NC(=O)CNC(=O)c2sc3ccccc3c2Cl)nc1
 : 14 | -4 | 5 | 5 | 8 | -6 | -6 | 1
CCCCC(C(=O)O)C(C)CC(=O)Nc1nccs1 (stereo unspecified)
 : -1 | -1 | -17 | -15 | -1 | 3 | 3 | 8
O=C(NCc1ccco1)c1ccc(C(F)(F)F)cc1
 : -3 | -2 | 26 | 7 | 8 | -17 | -3 | 5
